# Screens from PubChem BioAssay.
# CatS block – human cathepsin S inhibition. actives 0.06% (n = 62,000). recombinant cathepsin S, AMC dipeptide fluorescence, pooled mixtures. AID 501. inhibition, %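 (tested at 5 µM per compound within 10-compound mixtures)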; in the data active means inhibition above about 32%, passing the limit was not always enough;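 further: 0% = enzyme without compound and 100% = blank without enzyme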
# PKA inh – blocks human protein kinase A activity. P17612. PKA Kemptide phosphorylation, Kinase-Glo ATP luminescence. inhibition, % at 6 µM. actives 0.1% (n = 65,000). AID 524;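 active means inhibition above the screen-wide mean inhibition plus 3 SD, cut at about 21% in these data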; further: many of its hits are not listed in these tables
# CatB inh – blocks human cathepsin B protease activity; purified cathepsin B, fluorogenic substrate, fluorescence; P07858; inhibition, %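 (tested at 10 µM)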; actives 0.1% (n = 63,000); in the data active means inhibition above about 21%;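 further: 0% = enzyme with no compound and 100% = no enzyme blank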
# AP complement – alternative pathway complement inhibition, orthogonal assay. actives 0.08% (n = 62,000). Human serum alternative complement pathway, LPS-coated ELISA, C3 deposition; tested in compound mixtures. inhibition, % at 5 µM;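 active means inhibition above 30% in each of the two pooled mixtures holding the compound, so the lower value exceeds 30%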;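 further: 0% = serum in Mg-EGTA without compound and 100% = EDTA serum blank; some compounds past the cut are filed as inactive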
#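 Assay system: human serum alternative complement pathway, C3 deposition on LPS-coated wells; Dosing: 5 µM per compound in ten-compound mixtures; Detection: Anti-C3 ELISA, OD 450 nm; Buffer or medium: Mg2+-EGTA GVB++ buffer containing human serum at 1:15 dilution; Timing: 1 h at 37 °C; Replication: two different pools per compound.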
# RORA act – RORA (human) activation. AID 560. CHO-K1 Gal4-RORA LBD luciferase reporter, luminescence; percent increase over mock-subtracted basal signal. P35398. actives 1.5% (n = 65,000). activation, % at 10 µM;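 active means activation above the mean of all tested compounds plus 3 SD, cut at about 49% in these data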;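 further: 0% = DMSO-treated RORA cells and 100% = added signal equal to DMSO minus mock-transfected cells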
# Target sequence (P35398 whole entry, looked up, the tested form may be a part): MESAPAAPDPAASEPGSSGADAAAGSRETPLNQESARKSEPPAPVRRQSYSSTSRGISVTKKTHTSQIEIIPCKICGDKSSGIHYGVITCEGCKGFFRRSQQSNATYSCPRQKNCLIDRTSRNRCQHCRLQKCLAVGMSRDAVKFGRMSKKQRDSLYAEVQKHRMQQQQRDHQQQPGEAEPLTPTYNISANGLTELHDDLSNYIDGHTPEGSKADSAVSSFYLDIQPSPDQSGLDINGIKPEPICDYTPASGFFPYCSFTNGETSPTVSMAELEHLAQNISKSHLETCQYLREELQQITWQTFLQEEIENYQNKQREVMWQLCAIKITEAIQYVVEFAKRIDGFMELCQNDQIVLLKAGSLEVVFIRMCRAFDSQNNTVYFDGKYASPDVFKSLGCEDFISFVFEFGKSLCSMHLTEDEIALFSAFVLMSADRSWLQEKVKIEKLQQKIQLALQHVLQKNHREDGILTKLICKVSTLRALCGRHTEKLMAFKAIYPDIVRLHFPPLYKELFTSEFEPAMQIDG
# CatB mix inh – inhibitors of human cathepsin B in compound mixtures; inhibition, %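 (ten-compound pools at 5 µM per compound and 50 µM total)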; actives 0.06% (n = 62,000); P07858; Purified cathepsin B, AMC dipeptide fluorescence; AID 488; in the data active means inhibition above about 22%, passing the limit was not always enough;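 further: 0% = enzyme without compound and 100% = no enzyme blank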
# JNK3 blocker – inhibitors of human JNK3 kinase. P53779. inhibition, % at 8 µM. actives 0.61% (n = 60,000). purified JNK3 kinase activity, HTS; in the data active means inhibition above about 17%;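 further: 0% = DMSO and 100% = reference inhibitor; many of its hits are not listed in these tables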
# Target sequence (P53779 whole entry, looked up): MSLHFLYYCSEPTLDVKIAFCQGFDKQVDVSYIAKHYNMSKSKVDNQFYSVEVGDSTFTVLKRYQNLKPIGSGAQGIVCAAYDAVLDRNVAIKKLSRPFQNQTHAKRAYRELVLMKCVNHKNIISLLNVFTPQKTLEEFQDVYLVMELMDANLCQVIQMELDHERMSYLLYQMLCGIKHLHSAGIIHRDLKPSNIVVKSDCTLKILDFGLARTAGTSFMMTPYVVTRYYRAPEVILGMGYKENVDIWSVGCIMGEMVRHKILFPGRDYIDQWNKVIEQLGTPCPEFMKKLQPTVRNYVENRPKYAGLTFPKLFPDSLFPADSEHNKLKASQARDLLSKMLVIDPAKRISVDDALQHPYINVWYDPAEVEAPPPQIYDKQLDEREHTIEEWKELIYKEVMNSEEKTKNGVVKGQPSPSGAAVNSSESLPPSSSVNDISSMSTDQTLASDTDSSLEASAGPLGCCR
# ROCK2 inh – ROCK2 (human) kinase inhibition | O75116 | purified ROCK2, Kinase-Glo ATP depletion luminescence | inhibition, % at 6 µM | actives 0.35% (n = 60,000);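 active means inhibition above the screen-wide mean inhibition plus 3 SD, cut at about 18% in these data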;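 further: plate controls were DMSO wells for no effect and Y-27632 control wells after no-enzyme background subtraction for full effect; many of its hits are not listed in these tables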
# Ec RNAP inh – blocks E. coli RNA polymerase transcription. fluorescence transcription assay. inhibition, %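 (tested at 10 µM)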. actives 0.2% (n = 62,000). AID 559; in the data active means inhibition above about 20%;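 further: 0% = enzyme without compound and 100% = no enzyme blank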
# The depositor's hits bear a star; . = no result given.
# Below each compound: CatS block	PKA inh	CatB inh	AP complement	RORA act	CatB mix inh	JNK3 blocker	ROCK2 inh	Ec RNAP inh
- OCc1cn(-c2ccccc2)nc1-c1ccc2c(c1)OCCO2
  1	3	3	-1	73*	13	1	2	13
- CCCC(=O)CN1C(=O)C2(OCCO2)c2ccccc21
  -4	5	-7	12	-9	4	3	5	-3
- CCn1c(=N)n(CC(=O)c2ccco2)c2ccccc21
  13	12	2	-2	7	4	-3	8	5
- COc1cccc(-c2cc(C(=O)Nc3cc(C)on3)no2)c1
  -4	-4	0	5	7	0	-6	-3	2
- COC(=O)CCCCCC(CCC(=O)OC)NC(C)=O (stereo not given)
  2	6	.	23	21	0	4	-1	.
- O=c1cc(CSc2ccc(Cl)cc2)nc(N2CCCCC2)[nH]1
  11	4	3	-4	-9	18	1	5	6
- Cc1noc(C)c1C(=O)NCCCN1CCCC1=O
  1	-2	0	19	-21	-4	-6	0	-3
- O=C(OCc1ccc(F)cc1Cl)c1ccccn1
  3	6	2	18	10	3	5	4	5
- Cc1ccc(-n2nnnc2SCCNS(=O)(=O)c2ccccc2)cc1C
  0	10	-5	7	-6	3	0	7	3
- COc1ccc(S(=O)(=O)N2CCCN(S(=O)(=O)c3ccc(OC)cc3C)CC2)c(C)c1
  0	13	-3	1	-1	-2	-4	5	5
- O=C(CN1CCOCC1)N1CCN(C(=O)CN2CCOCC2)CC1
  -1	9	0	7	-16	5	-1	3	3
- Cc1oc(-c2ccc(Cl)cc2)cc1-c1nn2c(-c3ccco3)nnc2s1
  -3	8	2	2	-11	0	.	.	7
- CSCCC(NC(=O)c1cc(C(C)(C)C)oc1C)C(=O)O (stereo not given)
  -6	1	-9	12	-3	4	-8	5	0
- Cc1ccc(C)n1-c1cccc(N)c1
  11	11	5	-7	-4	6	3	7	10
- CCC(COC(=O)Nc1cccc(C)c1C)NC(=O)OCC(C)C (stereo not given)
  0	1	4	9	-18	2	4	6	7
- Cc1ccc(CN2C(=O)C(C)(C)Oc3ccc(C(=O)N4CCCCC4)cc32)cc1
  1	9	-2	4	3	-5	-3	4	7
- CCOC(=O)C1CCCN(C(=O)c2ccccc2SCCOC)C1 (stereo not given)
  6	3	8	-3	-4	2	5	4	8
- Fc1ccc(NCc2nnc(SCc3nnc(-c4ccccc4)o3)n2Cc2ccccc2)cc1
  .	9	.	.	9	.	10	5	.
- OCCN1CCOCCN(CCO)CCN(CCO)CC1
  1	-5	-1	5	-8	-3	4	-5	2
- O=C(Oc1cccc2ccccc12)c1ccco1
  7	9	5	14	6	1	3	3	9

# 3 entries from above, ordered by heavy-atom count, lowest first.
# Below each compound: CatS block	PKA inh	CatB inh	AP complement	RORA act	CatB mix inh	JNK3 blocker	ROCK2 inh	Ec RNAP inh
- O=C(Oc1cccc2ccccc12)c1ccco1
  7	9	5	14	6	1	3	3	9
- Cc1noc(C)c1C(=O)NCCCN1CCCC1=O
  1	-2	0	19	-21	-4	-6	0	-3
- COc1ccc(S(=O)(=O)N2CCCN(S(=O)(=O)c3ccc(OC)cc3C)CC2)c(C)c1
  0	13	-3	1	-1	-2	-4	5	5

# Next compounds follow.
# Below each compound: CatS block	PKA inh	CatB inh	AP complement	RORA act	CatB mix inh	JNK3 blocker	ROCK2 inh	Ec RNAP inh
- CCOCC(=O)Nc1ccc(-c2cn3cccnc3n2)cc1
  -3	-1	-14	13	-3	-3	.	.	-27
- O=C(NCCN1CCOCC1)C1CCN(S(=O)(=O)N2CCCCC2)CC1
  -3	-2	0	19	-18	-3	-5	-2	-2
- Cc1ccc(NC(=O)CSC2=C(C#N)C(c3ccco3)C3=C(CC(C)(C)CC3=O)N2)cc1 (stereo not given)
  17	7	6	-8	-4	3	-1	5	7
- Cc1nnc(SC(C)C(=O)Nc2ccc3c(c2)OCCO3)s1 (stereo not given)
  -14	2	-1	17	21	3	2	2	2
- Cc1cnc(NC(=O)CSc2nnc(COc3c(C)cccc3C)o2)s1
  -4	6	0	12	-11	8	0	4	7
- COCCOC(=O)c1c(C)oc2ccc(O)c(CN3CCC(C)CC3)c12
  15	6	2	6	3	1	4	3	4
- CCOC(=O)Cn1cc(C(=O)C2CC2)c2ccccc21
  .	9	.	.	-4	.	-7	4	.
- CCSCc1nnc(SCC(=O)c2ccc(OC)cc2)n1C
  -6	8	-1	-5	-2	-3	-6	2	-5
- O=C(O)CCCC(=O)Nc1cccc(-c2nc3ccccc3[nH]2)c1
  .	5	.	.	14	.	7	4	.
- CCCNC(=O)Cc1ncn[nH]1
  1	1	0	7	-26	7	1	2	2
- CC(=O)N1CCCc2cc(S(=O)(=O)N(C)Cc3ccccc3)ccc21
  -3	11	1	11	7	2	-4	5	2
- O=C(NCCN1CCCCCC1)C1CCN(S(=O)(=O)N2CCOCC2)CC1
  7	7	0	-2	8	-1	0	4	6
- O=C(Nc1ccccc1N1CCCCC1)c1ccccc1F
  -1	0	-1	-4	-8	5	1	1	3
- C=CCNC(=O)CN(c1cccc(Br)c1)S(C)(=O)=O
  -12	2	-2	12	6	4	-6	1	8
- CCOCCCNc1nc(=S)[nH]c2cc(OC)c(OC)cc12
  1	5	1	10	5	2	-5	2	1
- COCCN1C(=O)c2oc3ccccc3c(=O)c2C1c1ccc(O)c(OC)c1 (stereo not given)
  8	5	3	10	18	4	4	0	11
- NC(=O)c1ccc(OCC(F)(F)C(F)(F)C(F)(F)C(F)(F)C(F)(F)C(F)F)cc1
  7	-1	0	13	1	5	-1	-4	.
- Cc1ccc(N(C)C(=O)N2CCN(S(=O)(=O)c3ccc(C)cc3)CC2)cc1
  -4	4	2	9	20	4	1	8	5
- CCOC(=O)N1CCN(S(=O)(=O)c2cc(Br)cnc2N)CC1
  6	3	2	-1	-24	-5	-3	6	5
- CC(=O)c1cn(CC(=O)NCC2CCCO2)c2ccccc12 (stereo not given)
  1	-1	0	5	-7	4	5	4	8

# Looked up by compound from the list above (6):
# Below each compound: CatS block	PKA inh	CatB inh	AP complement	RORA act	CatB mix inh	JNK3 blocker	ROCK2 inh	Ec RNAP inh
- O=C(O)CCCC(=O)Nc1cccc(-c2nc3ccccc3[nH]2)c1
  .	5	.	.	14	.	7	4	.
- CCSCc1nnc(SCC(=O)c2ccc(OC)cc2)n1C
  -6	8	-1	-5	-2	-3	-6	2	-5
- Cc1ccc(N(C)C(=O)N2CCN(S(=O)(=O)c3ccc(C)cc3)CC2)cc1
  -4	4	2	9	20	4	1	8	5
- Cc1ccc(NC(=O)CSC2=C(C#N)C(c3ccco3)C3=C(CC(C)(C)CC3=O)N2)cc1 (stereo not given)
  17	7	6	-8	-4	3	-1	5	7
- COCCN1C(=O)c2oc3ccccc3c(=O)c2C1c1ccc(O)c(OC)c1 (stereo not given)
  8	5	3	10	18	4	4	0	11
- O=C(NCCN1CCCCCC1)C1CCN(S(=O)(=O)N2CCOCC2)CC1
  7	7	0	-2	8	-1	0	4	6

# (next part)
# Below each compound: CatS block	PKA inh	CatB inh	AP complement	RORA act	CatB mix inh	JNK3 blocker	ROCK2 inh	Ec RNAP inh
- Cc1nc(N2CCC(C)CC2)c2oc3ccccc3c2n1
  -5	4	-1	13	9	1	.	.	2
- COc1ccc(OC)c(NS(=O)(=O)Cc2ccccc2)c1
  7	10	12	-5	-18	2	0	8	15
- COC(=O)c1c(C(=O)OC)c2n(c1C)Cc1ccccc1C2
  10	4	-2	-5	-12	0	6	1	10
- CSCC[C@H](NC(=O)OC(C)(C)C)c1nnc(SCC(N)=O)o1
  19	-7	1	0	0	5	-6	-5	8
- Cc1ccc(S(=O)(=O)N2CC(=O)Nc3ccccc32)cc1C
  -3	12	4	1	5	-1	2	9	1
- CCCCOc1ccc(S(=O)(=O)n2c(C)nc3ccccc32)cc1
  -2	10	-2	9	-7	-1	-10	7	-2
- O=C(O)CN(Cc1ccco1)S(=O)(=O)c1ccccc1
  -7	10	-1	13	-9	1	0	8	5
- Cn1c(NCc2ccco2)nc2c1c(=O)n(Cc1ccc(Br)cc1)c(=O)n2C
  15	8	0	-7	7	0	10	1	5
- Cc1nc2ncnn2c(N2CCN(C(=O)c3cccc(F)c3)CC2)c1Cc1ccccc1
  15	-1	1	6	18	4	5	-3	6
- CCc1nc(Nc2ccc3nccnc3c2)c2oc3ccccc3c2n1
  4	9	-2	-2	-8	3	4	7	4
- Cc1ccc(CN2CCN(C(=O)C3CCC3)CC2)cc1
  1	9	-1	8	-12	3	0	6	7
- O=C1C2CCCN2C(c2cccc(Br)c2)N1c1ccc(F)cc1 (stereo not given)
  -6	0	0	10	-12	-3	-2	-5	-5
- COc1cc2c(cc1OC)-c1cc(Nc3ccc4c(c3)OCCO4)nc(=O)n1CC2
  4	3	3	9	-36	11	-7	1	7
- Nn1c(CN2CCCCC2)nc2ccccc2c1=O
  1	9	1	0	-7	-3	-13	5	0
- CS(=O)(=O)Nc1ccc(C(=O)NCC2CCCO2)cc1 (stereo not given)
  -2	0	-1	18	-4	4	-1	3	2
- O=C(CSc1nnc(-c2ccco2)o1)NC1CCCCCC1
  -13	7	2	5	-2	-17	8	5	6
- OC(COc1ccc(Cl)cc1)CN1C2=NCCCN2c2ccccc21 (stereo not given)
  0	-3	2	-9	-21	2	2	-5	.
- COc1ccc(CCNc2nc(-c3sc(N)nc3C)cs2)cc1OC
  6	-3	2	14	-3	-3	-13	1	10
- COc1ccc(-n2ncc3c(NCCCN4CCOCC4)ncnc32)cc1
  9	10	1	8	26	6	-2	5	9
- CCCOc1ccc(C2c3c(oc4ccccc4c3=O)C(=O)N2CCCN2CCOCC2)cc1 (stereo not given)
  -3	9	2	11	17	-10	6	9	5

# The results go on.
# Below each compound: CatS block	PKA inh	CatB inh	AP complement	RORA act	CatB mix inh	JNK3 blocker	ROCK2 inh	Ec RNAP inh
- Clc1ccccc1OCCN1CCCCC1
  9	10	.	-13	-2	0	-4	5	10
- COc1ccc(-n2c(N)c(Br)c(=O)[nH]c2=O)cc1
  11	2	-2	13	-16	-2	-6	8	7
- O=C(Nc1ccccc1)N1CC=C(c2ccccc2)CC1
  -2	5	-1	11	49*	-5	-7	4	1
- Cc1occc1C(=O)NC(C)C1CCCO1 (stereo not given)
  -2	-2	-1	15	-6	5	-4	-1	2
- COC(=O)Nc1nnc(SCc2ccc(C)cc2)s1
  -2	16	8	1	16	-1	3	9	6
- O=C(Nc1cccc(Cl)c1)N(Cc1nc2ccccc2c(=O)[nH]1)C1CCCC1
  -8	8	2	4	5	-1	3	3	9
- CC(=O)Nc1ccc(S(=O)(=O)N2CCN(C(=O)Cc3ccccc3)CC2)cc1
  2	-4	0	7	0	-1	0	2	1
- Cc1ccc(-c2nc3ncccc3o2)cc1NC(=O)c1cc2ccccc2o1
  -3	11	-6	8	-15	2	4	9	-1
- O=C(Nc1ccc(Cl)cc1)N1CCCC1
  19	-1	-5	14	28	0	-8	1	4
- COc1ccc(NC(=O)c2c(-c3ccccc3)noc2C)c(OC)c1
  15	.	6	4	.	0	.	.	1
- CC1CN=C(NC2CCCCC2C)S1 (stereo not given)
  -8	4	-6	11	6	5	0	-1	-1
- COCCn1c(=S)[nH]c2cc(C(=O)NCC3CCCO3)ccc2c1=O (stereo not given)
  7	5	2	6	-5	4	.	.	4
- CCN(CC)S(=O)(=O)c1ccc(C(=O)OC2CCCCC2CN(C)C)cc1 (stereo not given)
  20	-2	1	5	-12	0	-3	-1	4
- COc1ccc(-n2c(SCCC#N)nnc2-c2cc(Cl)ccc2OC)cc1Cl
  13	12	6	3	11	4	10	7	9
- COc1ccccc1N1CCN(C(CNS(=O)(=O)c2ccccc2)c2cccnc2)CC1 (stereo not given)
  -5	8	-2	12	15	2	.	.	4
- CCOC(=O)c1ccc(NC(=O)c2nccnc2C(=O)O)cc1
  12	2	4	1	-4	6	2	-8	6

# This is a subset (hit frequency here may not be typical).
